HT1080NT lethal: kills 2HG-producing HT-1080-NT fibrosarcoma cells. 360,000 compounds, 1.6% hits. Potency, µM (titrated, usually from 46.1 µM), without a hit: at the highest dose activity, negative = less viability, hits mostly cytotoxic. HT-1080-NT fibrosarcoma viability, CellTiter-Glo ATP luminescence, 48 h. AID 686970;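 note: NT is the 2HG producing partner of a matched IDH1 knockdown line; potency is the fitted concentration of half-maximal effect; 0% = DMSO-treated cells and -100% = media-only wells without cells; nearly all actives have a fitted effect of over 55% in size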
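HT-1080-NT; 750 cells/well; 5% FBS RPMI; 48 h compound, 37 degrees C; CellTiter-Glo luminescence; curve fitting and curve-class assignment.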
IL-1B inflam inh: inhibitors of inflammasome signaling (IL-1 beta secretion) | activity change, % at 57.5 µM | AID 743279 | 360,000 compounds, 4.7% hits | THP-1 LPS/ATP IL-1B secretion, AlphaLISA, 16 h; active compounds read low; in the data active = activity change below about -50%; inconclusive = mostly about -30% to -49%; note: % is set by controls: 0 for no effect and ±100 for the full control effect
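Secreted IL-1B measured by AlphaLISA bead assay after 16 h compound exposure of THP-1 cells; compounds (final up to 57.5 uM) added 1 h before LPS (250 ng/mL) and ATP (1.25 mM) stimulation; lower signal means less secretion.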
KB-3-1 tox: KB-3-1 parental cell cytotoxicity; AID 1347075; 400,000 compounds, 1.4% hits; Potency, µM (doses to about 46.1 µM), without a hit: at the top dose activity change, negative = cytotoxic, most hits filed as cytotoxic; KB-3-1 viability, CellTiter-Glo ATP luminescence, 72 h; note: potency is the fitted concentration of half-maximal effect; % is set by controls: 0 for no effect and ±100 for the full control effect; nearly all actives have a fitted effect of over 60% in size
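Parental KB-3-1 viability, qHTS format: 72 h compound exposure, 37 °C; CellTiter-Glo; media-only wells and DMSO plates as controls; concentration-effect fits on corrected data.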
GLP-1R agonist: agonists of human GLP-1 receptor; P43220; HEK293 GLP-1R CRE-luciferase, luminescence, 4-6 h; cells express a hypersensitive GLP-1R form; Potency, µM (highest dose often 45.6 µM), for the others: top-dose activation, most hits filed as activators; 380,000 compounds, 0.007% hits; AID 624172; note: potency is the fitted concentration of half-maximal effect; % of control where 0% means no effect
Target sequence (P43220 whole entry, looked up): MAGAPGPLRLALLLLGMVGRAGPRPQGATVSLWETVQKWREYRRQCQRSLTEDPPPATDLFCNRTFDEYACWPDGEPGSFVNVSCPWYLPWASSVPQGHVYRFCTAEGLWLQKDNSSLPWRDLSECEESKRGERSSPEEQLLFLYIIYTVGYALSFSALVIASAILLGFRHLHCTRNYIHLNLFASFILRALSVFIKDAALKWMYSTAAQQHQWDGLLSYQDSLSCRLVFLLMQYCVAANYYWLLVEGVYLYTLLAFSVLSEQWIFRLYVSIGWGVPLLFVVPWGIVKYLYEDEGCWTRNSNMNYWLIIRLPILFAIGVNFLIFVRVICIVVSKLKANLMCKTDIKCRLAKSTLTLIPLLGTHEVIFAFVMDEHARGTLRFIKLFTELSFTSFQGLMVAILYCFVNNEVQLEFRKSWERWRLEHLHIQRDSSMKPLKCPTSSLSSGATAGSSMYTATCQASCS
HT1080 IDH1KD tx: toxicity to HT-1080 IDH1 knockdown cells (counter line); HT-1080 IDH1 knockdown viability, ATP luminescence, 48 h; AID 686971; Potency, µM (doses to about 46.1 µM), without a hit: at the highest dose activity, negative = toxicity, most hits filed as cytotoxic; 360,000 compounds, 2% hits;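 note: potency is the fitted concentration of half-maximal effect; 0% = DMSO wells and -100% = cell-free medium wells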
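Viability of IDH1-knockdown HT-1080 fibrosarcoma cells was assessed by CellTiter-Glo after 48 h at 37 °C with titrated compound; concentration-effect curves were classified by fit quality and response size.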
D3 ag: D3 dopamine receptor (human) agonism; P35462; D3R DiscoveRx beta-arrestin cells, luminescence, 90 min; max activation, %; 410,000 compounds, 0.58% hits; in the data active = max activation above about 30%; note: 0% is about no effect; mostly tested at two doses, the higher about 12 µM
Target sequence (P35462 whole entry, looked up): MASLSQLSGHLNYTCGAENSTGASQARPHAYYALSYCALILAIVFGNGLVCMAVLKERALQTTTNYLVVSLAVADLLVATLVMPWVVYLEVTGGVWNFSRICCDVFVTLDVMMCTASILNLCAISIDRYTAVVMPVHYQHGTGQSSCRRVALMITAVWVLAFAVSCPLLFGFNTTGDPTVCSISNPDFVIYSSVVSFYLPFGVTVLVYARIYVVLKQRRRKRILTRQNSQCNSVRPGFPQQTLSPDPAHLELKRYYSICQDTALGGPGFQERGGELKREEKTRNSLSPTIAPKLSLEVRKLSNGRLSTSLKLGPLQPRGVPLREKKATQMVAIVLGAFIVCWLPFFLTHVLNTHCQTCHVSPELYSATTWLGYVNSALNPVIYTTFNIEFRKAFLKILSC
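Cells at 1500/well, incubated overnight, then treated with pinned compounds (dopamine as control) for 90 min at 37 degrees C. DiscoveRx reagent added for 30 - 60 minutes at room temperature; luminescence read.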
DRD3 antagonist: blocks the human D3 dopamine receptor. max response, negative = inhibition, %. D3R cells, DiscoveRx beta-arrestin luminescence, antagonist mode; active compounds read low. 360,000 compounds, 2.5% hits; in the data active = max response below about -50%; inconclusive = no clear call, values can overlap the other calls; note: % is set by controls: 0 for no effect and ±100 for the full control effect; mostly tested at two doses, the higher about 12 µM
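Cells expressing the human receptor were seeded at 1500 cells/well, incubated overnight at 37 degrees C in 5% CO2, then exposed to library compounds with dopamine controls for 90 minutes at 37 degrees C before luminescent detection.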
SW480 rereplic: induces DNA re-replication in SW480 colon adenocarcinoma cells; SW480 DNA re-replication, Hoechst DNA content imaging, 48 h; Potency, µM (doses to about 46.1 µM), inactives show at the highest dose re-replication activation, most hits filed as activators; 340,000 compounds, 1.8% hits; note: potency is the fitted concentration of half-maximal effect; % of control where 0% means no effect; nearly all actives have a fitted effect of over 55% in size
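Quantitative HTS format with DMSO vehicle controls; 48 hr drug incubation at 37 C, then 40 min Hoechst staining and scanning imager measurement at 405 nm excitation.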
KB-V1 cytotox: KB-V1 MDR subline cytotoxicity; KB-V1 MDR cells viability, CellTiter-Glo, 72 h; Potency, µM (top dose mostly 46.1 µM), for the others: at the top dose activity change, negative = cytotoxicity, actives largely listed as cytotoxic; 400,000 compounds, 3.4% hits; AID 1347076; note: potency is the fitted concentration of half-maximal effect; % is set by controls: 0 for no effect and ±100 for the full control effect; nearly all actives have a fitted effect of over 60% in size
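KB-V1, DMEM (no phenol red) + 10% FBS; cpd pin-transferred, titration series; 72 h, 37 degrees C; CellTiter-Glo, luminescence. Data normalized, curve-fit.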
An asterisk follows results filed as active; ? = inconclusive; · = no result given; & = joins results of further samples; [ ] = another dose, or the depositor's remark. Unless noted, calls come from the whole dose curve; as a rule, active = well fitted curve in the direction sought with a large enough effect; inconclusive = small, poorly fitted or top-dose-only effect, or another doubt; inactive = no such curve, though single readings can be large; an effect the other way counts as inactive or inconclusive.

SMILES | HT1080NT lethal | IL-1B inflam inh | KB-3-1 tox | GLP-1R agonist | HT1080 IDH1KD tx | D3 ag | DRD3 antagonist | SW480 rereplic | KB-V1 cytotox
O=C(/C=C/c1ccc(O)cc1)c1c(O)cc(O)cc1O | -1% | -8 | 6% | -7% | 4% | 0 | 6 | -3% | 10%
Cc1ccc(C)c(S(=O)(=O)N2CCCOC2CNC(=O)C(=O)NCc2ccccc2)c1 (stereo not drawn) | -10% | 4 | -24% | 1% | -21% | -4 | -22 | 17% | ?
COc1ccc(/C=C(/NC(=O)c2ccco2)C(=O)N2CCc3ccccc32)cc1OC | 0% | 17 | 4% | 23% | -1% | -1 | 6 | ? | ?
N#C/C(=C\c1ccc(F)c(Br)c1)C(=O)NC1CC1 | 1% | -28 | -5% | 0% | 8% | 2 | 1 | -2% | 26%
O=[n+]1c2c(n([O-])c3cc(F)c(N4CCCC4)cc31)CCC2 | 7% | -4 | 15% | 0% | 11% | -5 | -22 | -5% | ?
COc1cc(NS(=O)(=O)c2c(C)oc3c(F)c(F)c(F)c(F)c23)cc(OC)c1OC | 0% | 16 | -17% | 0% | 5% | 5 | 23 | -1% | 0%
CCOC(=O)C(C)Sc1nc(N2CCOCC2)c2c(c1C#N)CC(C)(C)OC2 (stereo not drawn) | 3% | · | 14% | 17% | 2% | -10 | -15 | -31%[inhibitor] | ?
N#CCCN(C(=O)CN1c2cccc3cccc(c23)S1(=O)=O)c1ccccc1 | 7% | -4 | -1% | 14% | 16% | -3 | 13 | 6% | -21%
CN(C)c1cc(N/N=C/c2ccc(Cl)cc2)nc(N(C)C)n1 | -18% | -3 | ? | -1% | -15% | -1 | 0 | ? | -9%
CCCS(=O)(=O)NC(=O)C1(C)CCN(C(=O)c2ccc(C(F)(F)F)cc2)C1 (stereo not drawn) | 19% | 14 | 0% | -7% | 14% | -2 | -24 | · | 2%
O=S1(=O)c2ccc(Br)cc2N2CCC[C@H]2CN1Cc1ccccc1 | ? | 50 | ? | 13% | 5.8µM* | -36 | -12 | 5.2µM* | 5.2µM*
C=CCSc1nnc2c(n1)OC=Nc1ccccc1-2 | 3% | 19 | 1% | -8% | 7% | -6 | -7 | -6% | 12%
COc1ccc(-c2nc3ccc(C)cn3c2CC2CCCCC2)cc1OC | ? | -21 | ? | 7% | ? | -3 | 4 | · | 1%
COc1ccc(NC(=O)C(CC(C)C)NC(=O)C2CCCCC2)c(OC)c1 (stereo not drawn) | -16% | ? | -4%&3% | -2% | 1% | -1&0 | 1 | 6% | 0%&4%
O=C(N/N=C/c1cc([N+](=O)[O-])ccc1O)c1ccncc1 | ? | 142 | -12% | 3% | -8% | -7 | ? | ? | ?
O=C(c1ccccc1)C1CCN(c2ncccc2[N+](=O)[O-])CC1 | 11% | 3 | 0% | 13% | 2% | 10 | 3 | 1% | ?
CC(C)OC(=O)C[N+](C)(C)CCN1C(=O)C2C(c3ccccc3)C=CC(c3ccccc3)C2C1=O (stereo not drawn) | -7% | 19 | -3% | 1% | 2% | -13 | -12 | -19% | -18%
CCOC(=O)C(CC)(CC)/C(C)=N/NC(=O)CC#N | 8% | 6 | 1% | -4% | 9% | 2 | 6 | -13% | 12%
CCN1C(=O)/C(=C2\SC(=S)N(CCCOC)C2=O)c2ccccc21 | 12% | -8 | -1% | -14% | 7% | -1 | 23 | -3% | -2%
O=C(CSc1nnc(-c2ccccn2)n1Cc1ccco1)c1ccc(Cl)cc1 | 0% | -3 | -8% | -1% | -11% | 7 | ? | 5% | 9.2µM*

A few values from the results shown:
`O=[n+]1c2c(n([O-])c3cc(F)c(N4CCCC4)cc31)CCC2` @ KB-3-1 tox = 15%
`O=C(/C=C/c1ccc(O)cc1)c1c(O)cc(O)cc1O` @ HT1080NT lethal = -1%

(next part)
SMILES | HT1080NT lethal | IL-1B inflam inh | KB-3-1 tox | GLP-1R agonist | HT1080 IDH1KD tx | D3 ag | DRD3 antagonist | SW480 rereplic | KB-V1 cytotox
Cc1ccccc1-c1nc(Cc2ccccc2)no1 | 15% | -6 | -6% | -1% | 16% | 4 | -53* | -1% | 16%
COc1ccc(C(=O)c2ccccc2CN2C(=O)c3ccccc3C2=O)cc1 | -1% | -3 | 6% | -1% | 5% | 1 | 2 | 2% | 16µM*
Cc1ccc2nc(SCC(=O)Nc3ccc4[nH]c(=O)[nH]c4c3)[nH]c2c1 | 3% | 30 | 14% | 0% | 8% | 4 | 7 | 3% | ?
Cc1ccc(OC(C)C(=O)Nc2cc(C)on2)cc1 (stereo not drawn) | 6% | 8 | 4% | 1% | 2% | 3 | -5 | 1% | 0%
Cc1c(C(=O)NCc2ccc([N+](=O)[O-])cc2)sc(=O)n1Cc1ccc(-c2ccccc2)cc1 | -8% | ? | ? | 5% | -17% | -8 | ? | · | ?
Nc1nonc1NN=C1CCCCC1 | 0% | -24 | 1% | -7% | -22% | 6 | 0 | 6% | 19%
CCN1C[C@@H]2[C@@H]3C(=O)N(C)C(=O)[C@@H]3[C@](Cc3ccccc3)(C1=O)N2C(=O)c1ccc(Cl)cc1 | 3% | 23 | -4% | 1% | 2% | 2 | 23 | -6% | -23%
CCCCn1nc(NC(=O)CC(C)C)c2cc3cc(OC)ccc3nc21 | 4% | 44 | -12% | 4% | 3% | -4 | -21 | 12µM* | -2%
Cc1ccc(O)c(CNc2nc3ccccc3n2C(C)C)c1 | -10% | -3 | 2% | 0% | -4% | 0 | 3 | 0% | 0%
O=C(CCCNS(=O)(=O)c1cccc2nsnc12)N1CCCCC1 | 3% | 11 | -44% | 0% | 1% | 5 | -11 | 10% | 13%
COc1ccc(/C(C)=N/NC(=O)c2ccc(CSc3nncn3C)cc2)cc1 | -4% | 0 | -10% | 0% | 14% | -13 | 1 | 6% | 7%
COc1cccc(-c2cnc3c(NC(C)=O)cc(-c4cccc(C(=O)N(C)C)c4)cn23)c1 | 23% | 11 | 0% | 10% | 18% | 2 | 83 | · | 6%
C/C(=N\Nc1nncc2ccccc12)c1ccc(C(C)(C)C)cc1 | 14% | ? | 3% | 5% | 17% | 4 | 7 | 0% | 7%
CCN(C(=O)COC(=O)Cn1cnc2c1c(=O)n(C)c(=O)n2C)C1CCS(=O)(=O)C1 (stereo not drawn) | 1% | -4 | -51% | -4% | 1% | 6 | 3 | -9% | 1%
CON/C=C(\C=Nc1ccccc1)c1ncc(C(F)(F)F)cc1Cl | 6% | 6 | 8% | -2% | 3% | -3 | -7 | 1% | -7%
CCOC(=O)C(=O)Nc1ccccc1C(=O)Nc1ccc(OC)cc1 | -6% | 6 | 0% | 3% | -13% | 6 | 19 | 0% | 0%
COc1ccc(OC)c(NC(=O)COC(=O)CC2CCCCC2)c1 | 8% | 4 | 19% | 0% | -4% | -6 | -4 | -9% | 10%
O=C1CCCN1CCCN1C(=O)N[C@@H](Cc2ccccc2)C1=O | 14% | 1 | -1% | -11% | 14% | -2 | 1 | -8% | 1%
Cc1ccc(Nc2nc(N)c3ccccc3n2)cc1C | -27% | -97* | -24% | -1% | ? | 2 | 11 | -4% | ?
O=C1CCc2cc(S(=O)(=O)N3CCCC3C(=O)NC3CCCCCCC3)ccc2N1 (stereo not drawn) | 3% | 15 | -4% | -5% | -11% | -1 | -16 | 3% | 12%
O=C(O)CSC(C(=O)Nc1ccc(C(F)(F)F)cc1)c1ccccc1 (stereo not drawn) | 3% | 8 | -3% | 4% | 11% | -4 | -10 | 2% | 12%
Nc1[nH]n(-c2ccccc2)c(=O)c1N=Nc1ccc2c(c1)OCCO2 | -16% | -73* | -8% | -23% | -13% | 6 | -4 | -12% | -2%
CC1=CC(C)(C)N(C)C(=O)N1c1ccc(Cl)cc1 | -4% | 0 | -8% | 2% | -1% | -19 | ? | 0% | -24%
CCCCC(=O)Nc1ccc(C(=O)N(CC)c2ccccc2C)cc1 | ? | 2 | -13% | 4% | ? | -9 | -15 | ? | 15µM*
CN(c1ccccc1)S(=O)(=O)c1ccc(C(=O)NCc2ccco2)cc1 | -5% | 9 | -3% | -6% | -9% | -2 | -4 | 0% | 2%
COc1cc(Nc2ncnc(N)n2)cc(OC)c1 | 2% | -6 | 13% | 15% | 3% | 12 | -8 | -63%[inhibitor] | 19%
CC(C)CC(=O)NCc1ccc2[nH]c3c(c2c1)CCCC3 | 12% | 9 | ? | 25% | 2% | 2 | 3 | -12% | -13%
O=C(O)C1CC(=O)N(c2ccc(OCc3ccccc3Cl)cc2)C1 (stereo not drawn) | -3% | 24 | -7% | -8% | -1% | -1 | 3 | -3% | 0%
COc1ccc2nc(Nc3nc(-c4cc5ccccc5oc4=O)cs3)sc2c1 | -1% | 8 | ? | 1% | -3% | -5 | 27 | · | ?
CN(C)c1ccc(-c2ccnc3c2CC(C)(C(=O)NCCc2ccccc2)O3)cc1 (stereo not drawn) | -7% | -18 | 0% | -5% | -16% | -4 | -8 | · | 0%
CCC1(CC)SCCNC1=O | 13% | 5 | 2% | -4% | 12% | 2 | 3 | 15% | -1%
CCN(CC)C(=O)Cn1cc(C(=O)C(=O)NCCCn2ccnc2)c2ccccc21 | 2% | 8 | -10% | 4% | 0% | -10 | -9 | -6% | -10%
CN(C(=O)CSc1nnc(C(F)(F)F)n1N)C1CCS(=O)(=O)C1 (stereo not drawn) | 1% | 7 | 2% | 1% | 4% | -1 | -10 | -1% | 26%
Cc1nc(-c2ccc(F)cc2)sc1CCNC(=O)c1ccccc1 | · | · | 0% | 1% | · | 7 | · | · | 17%

2 of the compounds above, with two lines to a compound:
Second line of a record: HT1080NT lethal	IL-1B inflam inh	KB-3-1 tox	GLP-1R agonist	HT1080 IDH1KD tx	D3 ag	DRD3 antagonist	SW480 rereplic	KB-V1 cytotox
- CCC1(CC)SCCNC1=O
 : 13%	5	2%	-4%	12%	2	3	15%	-1%
- CC(C)CC(=O)NCc1ccc2[nH]c3c(c2c1)CCCC3
 : 12%	9	?	25%	2%	2	3	-12%	-13%

Screens (PubChem BioAssay)
